# LDHA inh – qHTS assay for inhibitors of human lactate dehydrogenase | L-lactate dehydrogenase A chain (Homo sapiens), P00338 | purified LDHA, NADH/diaphorase-resazurin fluorescence; active compounds read low | activity change, % (values are at about 110 or 230 µM) | actives 0.15% (n = 480,000) | AID 1347041, 2019; in the data active = activity change below about -30%; inconclusive = mostly about -25% to -30%;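 note: plate controls were DMSO wells for no effect and wells without enzyme for full effect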
#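 Human LDH5 (2 nM) was incubated with 0.06 mM NADH and 0.2 mM pyruvate for 5 min at room temperature in Tris pH 7.4. Remaining NADH was coupled through diaphorase/resazurin, and resorufin fluorescence was read at 0 and 20 min.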
# mIDH1 inhibitor – qHTS for Inhibitors of mutant isocitrate dehydrogenase 1 (IDH1): qHTS; Isocitrate dehydrogenase [NADP] cytoplasmic (Homo sapiens), O75874; IDH1-R132H enzyme, NADPH consumption, diaphorase/resazurin fluorescence; Potency, µM (highest dose often 76.6 µM), for inactives: at the highest dose activity change, negative = inhibition, usual class: inhibitors; actives 0.093% (n = 390,000); AID 602179, 2012; note: potency is the fitted concentration of half-maximal effect; % is set by controls: 0 for no effect and ±100 for the full control effect; nearly all actives have a fitted effect of over 65% in size
# Target sequence (O75874 whole entry R132H, stated change not applied): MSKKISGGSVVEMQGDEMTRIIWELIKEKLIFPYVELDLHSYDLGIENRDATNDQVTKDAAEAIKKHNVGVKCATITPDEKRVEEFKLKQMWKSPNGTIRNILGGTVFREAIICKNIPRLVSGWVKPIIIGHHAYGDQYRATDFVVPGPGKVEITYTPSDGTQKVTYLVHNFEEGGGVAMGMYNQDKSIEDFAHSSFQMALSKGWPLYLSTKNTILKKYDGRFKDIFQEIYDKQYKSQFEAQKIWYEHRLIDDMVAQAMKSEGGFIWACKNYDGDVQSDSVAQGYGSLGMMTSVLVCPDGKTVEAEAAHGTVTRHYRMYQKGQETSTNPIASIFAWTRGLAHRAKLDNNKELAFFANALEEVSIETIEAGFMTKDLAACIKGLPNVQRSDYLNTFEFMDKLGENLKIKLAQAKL
#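 IDH1-R132H (0.5 ug/mL dispensed) in pH 7.5 Tris buffer was preincubated 30 min with compound, then given a substrate mix of 0.016 mM NADPH and 2 mM alpha-KG for 80 min at room temperature; remaining NADPH was read by diaphorase/resazurin fluorescence.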
# Glioma ERSR ind – qHTS for Inducers of the Endoplasmic Reticulum Stress Response (ERSR) in Human Glioma: qHTS | U87-MG GRP78 promoter luciferase reporter, 16 h | Potency, µM, for the others: at the top dose activation, hits mostly activators | actives 0.02% (n = 420,000); note: potency is the fitted concentration of half-maximal effect; series mostly up to about 76 µM; % of control where 0% means no effect; nearly all actives have a fitted effect of over 35% in size
#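 ERSR induction read as luciferase luminescence (Bright-Glo, 10 min at room temperature) in stably transfected human U87-MG glioma cells exposed to compounds for 16 h, using GRP78 as sensor.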
# TrxR1 substrate – qHTS Assay for Substrates of Mammalian Selenoprotein Thioredoxin Reductase 1 (TrxR1): qHTS | Thioredoxin reductase 1, cytoplasmic (Rattus norvegicus), O89049 | purified TrxR1 substrate turnover, NADPH consumption readout | Potency, µM (doses to about 114 µM), without a hit: at the highest dose activity change, negative = substrate turnover | actives 0.01% (n = 390,000); note: potency is the fitted concentration of half-maximal effect; % is set by controls: 0 for no effect and ±100 for the full control effect; nearly all actives have a fitted effect of over 50% in size
#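 Rat TrxR1, dispensed at 90 nM, was prereduced with 400 uM NADPH (final) for 5 min at ~22 deg C, then incubated with compound 15 min before 400 uM selenite. A first-read NADPH fluorescence drop versus no-compound background flagged substrates.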
# RGS4 inh – Inhibitors of Regulator of G Protein Signaling (RGS) 4: qHTS. actives 0.039% (n = 390,000). Transcreener GDP fluorescence polarization, RGS4-accelerated GTP hydrolysis. AID 504845, 2011. Potency, µM (series often up to 114 µM), for inactives: at the highest dose activity change, negative = inhibition, hits mostly inhibitors; note: potency is the fitted concentration of half-maximal effect; % is set by controls: 0 for no effect and ±100 for the full control effect; nearly all actives have a fitted effect of over 75% in size; some results filed as inactive show a strong effect at the top dose
# Target sequence (P49798 whole entry, looked up): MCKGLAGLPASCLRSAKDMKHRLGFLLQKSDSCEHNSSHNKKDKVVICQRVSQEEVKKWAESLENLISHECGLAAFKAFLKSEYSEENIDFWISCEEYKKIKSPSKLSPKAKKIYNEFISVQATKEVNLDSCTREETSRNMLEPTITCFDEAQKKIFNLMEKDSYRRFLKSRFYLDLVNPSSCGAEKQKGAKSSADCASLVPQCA
#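 MLSMR compounds (23 nl, pin-transferred) preincubated 10 min at room temperature with a 500nM (2x) first reagent, then RGS4 at 900nM (2x) plus Transcreener GDP mix added; fluorescence polarization (620/688 nm) read before and after 90 min at 30 °C.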
# Vif-A3G inh – qHTS for Inhibitors of Vif-A3G Interactions: qHTS; DNA dC->dU-editing enzyme APOBEC-3G (Homo sapiens), Q9HC16; HeLa A3G-eYFP + Vif (tagged APOBEC3G with the HIV-1 protein that degrades it), YFP fluorescence, overnight; Potency, µM (top dose mostly 46.1 µM), inactives show top-dose activity, negative = active, actives largely listed as inhibitors; actives 0.076% (n = 410,000); AID 602310, 2012;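 note: potency is the fitted concentration of half-maximal effect; % is set by controls: 0 for no effect and ±100 for the full control effect; nearly all actives have a fitted effect of over 60% in size; hits raise eYFP signal because A3G escapes Vif-driven loss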
# Target sequence (Q9HC16 whole entry, looked up): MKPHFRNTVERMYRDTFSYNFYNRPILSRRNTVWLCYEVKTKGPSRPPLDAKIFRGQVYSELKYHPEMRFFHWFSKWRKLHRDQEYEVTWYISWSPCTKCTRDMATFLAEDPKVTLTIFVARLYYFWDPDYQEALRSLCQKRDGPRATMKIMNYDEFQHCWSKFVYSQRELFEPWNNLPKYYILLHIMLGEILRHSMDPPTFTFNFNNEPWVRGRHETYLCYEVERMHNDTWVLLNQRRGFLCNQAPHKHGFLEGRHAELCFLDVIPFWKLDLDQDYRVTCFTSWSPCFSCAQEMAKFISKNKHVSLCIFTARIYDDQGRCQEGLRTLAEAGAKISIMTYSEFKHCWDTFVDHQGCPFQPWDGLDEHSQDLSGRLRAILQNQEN
#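 HeLa cells stably expressing Vif and C-terminally eYFP-tagged A3G, seeded overnight at 37 deg C, then exposed to compound by pintool overnight at 37 deg C. Rise in yellow fluorescence (Ex 488/Em 500-530, Acumen) marks blocked Vif-driven A3G degradation.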
# USP1 inh – Inhibitors of USP1/UAF1: Primary Screen | Potency, µM (titrated, usually from 57.1 µM), without a hit: at the top dose activity change, negative = inhibition, usual class: inhibitors | AID 743255, 2014 | actives 0.23% (n = 390,000) | recombinant USP1/UAF1, Ub-Rhodamine cleavage fluorescence | Ubiquitin carboxyl-terminal hydrolase 1 (Homo sapiens), O94782; note: potency is the fitted concentration of half-maximal effect; % is set by controls: 0 for no effect and ±100 for the full control effect; nearly all actives have a fitted effect of over 60% in size; inactives centre near -12
#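 In this screen, compounds sit with the deubiquitinase complex (1nM) for 15 min at room temperature before Ub-Rho is added at 150nM final. Fluorescence rise is then followed for 6 reads every 60 seconds.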
# TrxR1 inh – qHTS Assay for Inhibitors of Mammalian Selenoprotein Thioredoxin Reductase 1 (TrxR1): qHTS. Thioredoxin reductase 1, cytoplasmic (Rattus norvegicus), O89049. recombinant rTrxR1, NADPH fluorescence consumption, selenite substrate. Potency, µM (series often up to 114 µM), for inactives: top-dose activity change, negative = inhibition, hits mostly inhibitors. actives 1% (n = 390,000). AID 588453, 2011; note: potency is the fitted concentration of half-maximal effect; % is set by controls: 0 for no effect and ±100 for the full control effect; nearly all actives have a fitted effect of over 65% in size
#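 Rat TrxR1 (90 nM in the dispensed reagent) was pre-reduced with 400 uM NADPH for 5 min at room temperature, then incubated with compound for 15 min. After 400 uM selenite was added, NADPH fluorescence (Ex 340/Em 450 nm) was followed for 8 min.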
# Vif-A3F inh – qHTS for Inhibitors of Vif-A3F Interactions: qHTS | HeLa A3F-eYFP + Vif (tagged APOBEC3F with the HIV-1 protein that degrades it), YFP fluorescence increase | Potency, µM (titrated, usually from 46.1 µM), for the others: top-dose activity, negative = active | actives 0.2% (n = 390,000); note: potency is the fitted concentration of half-maximal effect; % of control where 0% means no effect; nearly all actives have a fitted effect of over 65% in size
#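 HeLa cells stably expressing A3F-eYFP plus Vif, plated and incubated overnight at 37 deg C, then exposed to compounds overnight at 37 deg C. Blocked degradation read as raised yellow fluorescence (Ex 488/Em 500-530).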
# * = called active by the depositor; ? = inconclusive; . = not tested or not shown; & = joins results of further samples; [ ] = another dose, or the depositor's remark. Unless noted, calls come from the whole dose curve; as a rule, active = well fitted curve in the direction sought with a large enough effect; inconclusive = small, poorly fitted or top-dose-only effect, or another doubt; inactive = no such curve, though single readings can be large; an effect the other way counts as inactive or inconclusive.
# Labels used below – A = LDHA inh; B = mIDH1 inhibitor; C = Glioma ERSR ind; D = TrxR1 substrate; E = RGS4 inh; F = Vif-A3G inh; G = USP1 inh; H = TrxR1 inh; I = Vif-A3F inh
> CCCCOC1OCN(C2CCCCC2)CC1(C)C (stereo unspecified)
  A: 2 | B: 17% | C: -2% | D: . | E: . | F: 1% | G: -19% | H: . | I: 1%
> Nc1c(Cl)cc([N+](=O)[O-])cc1Cl
  A: -5 | B: 6% | C: -7% | D: 5% | E: 8% | F: 0% | G: -6% | H: 16% | I: -1%
> NC1=Nc2ccccc2Oc2ccccc21
  A: -3 | B: 5% | C: -5% | D: 11% | E: -13% | F: -4% | G: -15% | H: 19% | I: -9%
> CN(C)[C@@H]1C(=O)C(C(N)=O)=C(O)[C@@]2(O)C(=O)C3=C(O)c4c(O)ccc(Cl)c4[C@@](C)(O)C3C[C@@H]12 (stereo partly specified)
  A: 3 | B: -8% | C: 20% | D: -1% | E: -12% | F: 0% | G: ? | H: ? | I: 3%
> CN1CCN(c2ccc([N+](=O)[O-])c(N3CCCCC3)c2)CC1
  A: 2 | B: 0% | C: 0% | D: 3% | E: -18% | F: 1% | G: -22% | H: 29% | I: -4%
> ClC1C(Cl)C(Cl)C(Cl)C(Cl)C1Cl (stereo unspecified)
  A: -5&-5 | B: 13%&8% | C: -2%&-1%&0%&-2% | D: 2%&-5% | E: 23%&17% | F: -1%&0% | G: 8%&14% | H: 29%&3% | I: -1%&-6%
> COc1cc(C)c(CNCCc2c[nH]c3ccccc23)cc1C
  A: -7 | B: 16% | C: -6% | D: 2% | E: -31% | F: -24% | G: -21% | H: 4% | I: -15%
> O=c1[nH]cc(COCC(F)(F)C(F)(F)C(F)(F)F)c(=O)[nH]1
  A: -6 | B: -11% | C: -7% | D: 1% | E: 1% | F: 2% | G: -8% | H: 21% | I: -5%
> O=C(Cc1ccccc1)N1CCN(Cc2ccccc2Cl)CC1
  A: -18 | B: -15% | C: -3% | D: -3% | E: 7% | F: -1% | G: -3% | H: 5% | I: -5%
> CCOC(=O)c1ccc(N=C(CC)c2c(O)n(C)c(=O)n(C)c2=O)cc1
  A: 5 | B: 5% | C: -1% | D: 8%[57.1 µM] | E: -3% | F: 0% | G: 4% | H: 13%[57.1 µM] | I: 8%
> Cc1ccc(CC2C(=O)N(C)C(=O)N(C)C2=O)s1
  A: 14 | B: 6% | C: -2% | D: 1%[57.1 µM] | E: -31% | F: 0% | G: 5% | H: ? | I: 10%
> Oc1ccc(/C=N/NP(=S)(c2ccccc2)c2ccccc2)c(O)c1O
  A: 0 | B: 2% | C: 0% | D: -7% | E: ? | F: -1% | G: -21% | H: ? | I: -2%
> CCOC(=O)N(c1ccccc1)P1(=S)OCC(C)O1 (stereo unspecified)
  A: -2 | B: 2% | C: -3% | D: 5% | E: -2% | F: -2% | G: -18% | H: 10% | I: 0%
> O=c1[nH]c(=O)n(C2CCCCC2)c(O)c1/C=C/C=Nc1ccccc1
  A: -1 | B: -2% | C: -2% | D: -3% | E: -18% | F: ? | G: ? | H: 9% | I: ?
> FC(F)(F)c1ccc2c(c1)NP(=S)(N1CCOCC1)c1nccn1-2 (stereo unspecified)
  A: -4 | B: 5% | C: -1% | D: 2% | E: 8% | F: 1% | G: 5% | H: 21% | I: -8%
> C/C(O)=C(\C#N)C(=O)Nc1cc(Br)ccc1Br
  A: -17&-8 | B: -3% | C: ? | D: 13%[57.1 µM] | E: -13%[56.9 µM] | F: -8% | G: 1% | H: 26%[57.1 µM] | I: 3%
> CCCCC1C(=O)NC(=S)N(C)C1=O (stereo unspecified)
  A: -3 | B: 4% | C: -3% | D: 8%[57.1 µM] | E: ? | F: 1% | G: -7% | H: 1%[11.4 µM] | I: -3%
> CC(C)CN(C(=O)CN1CC=C(c2ccccc2)CC1)c1c(N)n(CC(C)C)c(=O)[nH]c1=O
  A: -4 | B: -6% | C: -3% | D: -1% | E: 7% | F: -7% | G: -15% | H: 3% | I: -14%
> Cc1cc(N)n(C2CCN(C)CC2)n1
  A: -6 | B: 11% | C: -6% | D: 1% | E: -6% | F: 2% | G: 2% | H: 173%[activator] | I: .
> O=C(c1ccco1)C12CN3CN(CN(C3)C1)C2
  A: -7 | B: 7% | C: -1% | D: 0% | E: -16% | F: 4% | G: -8% | H: -8% | I: -10%
> CC1(C)C(C(=O)N2CCN(C(=O)c3ccccc3)CC2)C1(C)C
  A: -2 | B: 6% | C: -2% | D: 5% | E: -11% | F: -3% | G: -18% | H: 12% | I: 1%
> CCC(C)n1c(O)c(C=NC(C)c2ccccc2)c(=O)[nH]c1=S (stereo unspecified)
  A: 2 | B: -1% | C: -2% | D: -8%[57.1 µM] | E: 2% | F: -8% | G: -5% | H: 1%[57.1 µM] | I: 4%
> O=C1NC(=O)C(=Cc2cccc(OCCOc3ccccc3)c2)C(=O)N1
  A: -31* | B: -3% | C: -6% | D: 1% | E: ? | F: -7% | G: -10% | H: 16µM* | I: -19%
> CC1CC2C(C(O)CC3(C)C(O)CCC23)C2(C)CCC(=O)C=C12 (stereo unspecified)
  A: -4 | B: 0% | C: -5% | D: 2% | E: -9% | F: 3% | G: -5% | H: 26% | I: -7%
> CN(C)CC1CSCCC1(O)c1ccccc1Cl (stereo unspecified)
  A: 0 | B: 0% | C: -2% | D: -12% | E: -8% | F: -1% | G: -8% | H: -14% | I: 7%
> COC(=O)C1=C(c2cccc(OC)c2OC)C[C@@H]2CC[C@H]1N2C(=O)N1CCCCC1
  A: 0 | B: 0% | C: -2% | D: 1% | E: -17% | F: 3% | G: -22% | H: 12% | I: -3%
> COC(=O)C1=C(c2cccc3c2S(=O)(=O)c2ccccc2-3)C[C@@H]2CC[C@H]1N2C(=O)N1CCOCC1
  A: -6 | B: -13% | C: -1% | D: 2% | E: -7% | F: 2% | G: -21% | H: 14% | I: 5%
> CCc1ccc(OCC(=O)N2CCN(CC(=O)Nc3ccccc3Cl)CC2)cc1
  A: -2 | B: 3% | C: -1% | D: -16% | E: -24% | F: 1% | G: -16% | H: -14% | I: -1%
> CC12CC(O)C3C(CCC4=CC(=O)CCC43C)C1CCC2=O (stereo unspecified)
  A: -12 | B: 0% | C: -1% | D: -6% | E: -5% | F: -1% | G: ? | H: -10% | I: -1%
> Cn1c(O)c(C=NC2CCN(Cc3ccccc3)CC2)c(=O)n(C)c1=O
  A: -6 | B: 5% | C: 0% | D: 2% | E: -17% | F: 1% | G: -16% | H: 11% | I: -3%
> CC12CCC(=O)C=C1CCC1C2CCC2(C)C1CCC2(O)CC#N (stereo unspecified)
  A: 1 | B: -2% | C: -2% | D: 4% | E: -1% | F: 2% | G: -1% | H: 22% | I: -9%
> O=C(Cc1ccccc1)N1CCN(C2CCCCCC2)CC1
  A: -16 | B: -4% | C: -2% | D: -11% | E: -1% | F: -1% | G: -11% | H: -4% | I: 0%
> CCC(C(=O)Nc1ccc(Cl)cc1)N1CCCC1=O (stereo unspecified)
  A: -9 | B: 6% | C: 0% | D: 5% | E: 40% | F: 5% | G: -1% | H: 39%[activator] | I: 2%
> CN1[C@H]2CC[C@@H]1C(C(=O)N1CCOCC1)=C(O)C2
  A: -17 | B: -21% | C: -1% | D: 0% | E: 7% | F: 1% | G: -16% | H: 8% | I: 0%
> COc1cc(/C=C2\C(=O)NC(=O)N(CCc3ccc(F)cc3)C2=O)ccc1O
  A: 4 | B: -2% | C: -2% | D: -9% | E: ? | F: -12% | G: -15% | H: 14µM* | I: ?
> COc1cccc(CC(=O)N2CCN(Cc3cccc(Cl)c3)CC2)c1
  A: -3 | B: -2% | C: -3% | D: -1% | E: 10% | F: -4% | G: -13% | H: -3% | I: 4%
> C[C@H]1CCCC(=O)CCCCCc2cc(O)cc(O)c2C(=O)O1
  A: -1 | B: -24% | C: -3% | D: -3% | E: -1% | F: -4% | G: -17% | H: 14% | I: 9%
> CCC1CN1P1(=O)OCC(C)([N+](=O)[O-])CO1 (stereo unspecified)
  A: -1 | B: -1% | C: -2% | D: 13%[57.1 µM] | E: -21% | F: -1% | G: 3% | H: -6%[11.4 µM] | I: 1%

# Results in TrxR1 inh, LDHA inh and mIDH1 inhibitor, for some of the entries so far:
mol | TrxR1 inh | LDHA inh | mIDH1 inhibitor
CC12CCC(=O)C=C1CCC1C2CCC2(C)C1CCC2(O)CC#N (stereo unspecified) | 22% | 1 | -2%
O=C(Cc1ccccc1)N1CCN(C2CCCCCC2)CC1 | -4% | -16 | -4%

# Compound activity from PubChem BioAssay.

# An excerpt (hit frequency here may not be typical).
